# Screening results (PubChem BioAssay)
# FAS-TE inh – blocks the thioesterase domain of human fatty acid synthase | recombinant FAS-TE, OMFH fluorogenic substrate, fluorescence endpoint | inhibition, % at 15 µM | 360,000 compounds, 0.67% hits;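 active = compounds whose normalised, plate-corrected inhibition of enzyme fluorescence in the single-dose primary screen is 50% or more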;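 also: 0% = DMSO with enzyme and 100% = substrate without enzyme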
# eLon inh – inhibits E. coli Lon protease; purified E. coli Lon protease, fluorescence polarization; inhibition, % at 7.94 µM; 360,000 compounds, 0.42% hits; in the data active = inhibition above about 13%, passing the limit was not always enough;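 also: 0% = enzyme with probe and DMSO and 100% = no enzyme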
# MT1-MMP act inh – MT1-MMP (human) activation inhibition; HT1080 RFP-PRO-GFP cells, GFP/RFP ratio fluorescence, overnight; percent of plate control window, DMSO zero; GFP/RFP ratio change, % at 20 µM; 360,000 compounds, 0.061% hits; AID 651647;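 active = GFP/RFP ratio change of at least 30% with cell ATP level not reduced by more than half and red fluorescence within 50% of control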; also: strong numbers were not always called active
#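 system = RFP-PRO-GFP reporter HT1080 cells | dosing = 20 µM single dose, 1% DMSO | timing = overnight cell settling, then overnight compound exposure, 37 °C, 5% CO2 | read-out basis = GFP/RFP fluorescence ratio | controls = DMSO and RFP-L50D-GFP cell wells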
# MsrA inhibitor – inhibits bovine methionine sulfoxide reductase A | purified bovine MsrA, absorbance read-out | inhibition, % at 15.5 µM | 360,000 compounds, 0.75% hits; in the data active = inhibition above about 4.5%;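 also: 0% = vehicle wells with enzyme and 100% = reference inhibitor wells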
# Rpn11 inh – blocks the human proteasome subunit Rpn11 | human 26S proteasome, Ub4-pepOG fluorescence polarization; 20S core pre-blocked with epoxomicin | 360,000 compounds, 0.59% hits | calls only at 20 µM;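 active = inhibition at 20 µM, scaled to each plate's controls, above about 33%, limit read from the data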
# MLLE-PAM2 inh – blocks PAM2 peptide binding to the PABP1 MLLE domain | 360,000 compounds, 0.36% hits | GST-MLLE / FITC-PAM2 fluorescence polarization | AID 588489 | inhibition, % at 20 µM; in the data active = inhibition above about 35%, passing the limit was not always enough;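 also: plate controls were DMSO wells with GST-MLLE for no effect and wells lacking GST-MLLE protein for full effect; some results filed as inactive read as strong as hits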
# CSN deneddyl inh – inhibitors of human CSN-mediated cullin deneddylation | Q92905 | Purified CSN, SCF-Nedd8-OG deneddylation, fluorescence polarization | inhibition, % at 12.5 µM | 360,000 compounds, 0.38% hits | AID 651999;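 active = pattern-corrected inhibition above about 35%, with an unprinted fluorescence ratio check between 0.5 and 1.5, limit read from the data, passing the limit was not always enough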;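 also: 0% = enzyme with substrate and 100% = substrate without enzyme; some results filed as inactive read as strong as hits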
#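 Assay system: Purified human Csn5 enzyme expressed in HEK293T cells | Amount: Enzyme 0.24 nM | Measured by: Fluorescence polarization readout | Medium: Tris/NaCl/DTT buffer, pH 7.5 | Compound dosing: One concentration, 12.5 µM, 0.25% DMSO | Times: 90 min incubation of compound, enzyme and substrate at room temperature | Control set: no-enzyme wells high, enzyme-with-substrate wells low | Read-out: % inhibition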
# bovine MsrA act – bovine methionine sulfoxide reductase A activation. purified bovine MsrA, absorbance read-out. activation, % at 10.6 µM. 360,000 compounds, 0.3% hits; in the data active = activation above about 7.5%;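 also: 0% = vehicle and 100% = reference activator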
# Rin1 Abl inh – blocks binding of human Rin1 to Abl; TR-FRET Rin1/Abl binding, biochemical; inhibition, % at 7.35 µM; 360,000 compounds, 0.4% hits; in the data active = inhibition above about 5%, passing the limit was not always enough
# Target sequence (P00519 whole entry, looked up): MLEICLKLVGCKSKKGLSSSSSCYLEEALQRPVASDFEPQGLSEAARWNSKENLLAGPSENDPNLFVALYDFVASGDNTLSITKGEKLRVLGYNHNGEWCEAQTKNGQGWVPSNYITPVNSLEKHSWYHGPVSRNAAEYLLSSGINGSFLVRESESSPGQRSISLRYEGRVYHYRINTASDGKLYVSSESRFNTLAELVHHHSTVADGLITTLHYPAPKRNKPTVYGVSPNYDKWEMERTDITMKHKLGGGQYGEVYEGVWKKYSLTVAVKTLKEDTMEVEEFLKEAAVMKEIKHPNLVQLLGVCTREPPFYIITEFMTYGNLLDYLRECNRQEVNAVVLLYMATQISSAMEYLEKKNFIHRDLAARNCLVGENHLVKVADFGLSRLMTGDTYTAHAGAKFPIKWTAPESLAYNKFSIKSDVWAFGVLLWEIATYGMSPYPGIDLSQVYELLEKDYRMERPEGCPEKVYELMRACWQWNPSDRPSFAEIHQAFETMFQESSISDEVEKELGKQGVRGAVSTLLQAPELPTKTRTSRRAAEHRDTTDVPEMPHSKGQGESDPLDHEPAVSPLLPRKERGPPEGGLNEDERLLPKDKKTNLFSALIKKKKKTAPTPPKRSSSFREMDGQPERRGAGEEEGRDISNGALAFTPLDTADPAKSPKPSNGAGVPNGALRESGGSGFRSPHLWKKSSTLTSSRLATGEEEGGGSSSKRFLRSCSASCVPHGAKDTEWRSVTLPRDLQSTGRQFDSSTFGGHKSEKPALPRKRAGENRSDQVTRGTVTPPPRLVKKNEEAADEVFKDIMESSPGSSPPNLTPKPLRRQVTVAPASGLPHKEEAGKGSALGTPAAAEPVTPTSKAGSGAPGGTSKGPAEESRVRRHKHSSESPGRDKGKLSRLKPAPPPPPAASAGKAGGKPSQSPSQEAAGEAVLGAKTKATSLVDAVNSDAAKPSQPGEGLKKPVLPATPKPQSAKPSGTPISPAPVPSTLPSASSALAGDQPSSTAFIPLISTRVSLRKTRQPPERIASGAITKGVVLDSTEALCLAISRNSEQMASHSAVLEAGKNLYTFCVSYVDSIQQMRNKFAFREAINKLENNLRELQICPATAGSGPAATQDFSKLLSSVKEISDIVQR
# Target sequence (Q13671 whole entry, looked up): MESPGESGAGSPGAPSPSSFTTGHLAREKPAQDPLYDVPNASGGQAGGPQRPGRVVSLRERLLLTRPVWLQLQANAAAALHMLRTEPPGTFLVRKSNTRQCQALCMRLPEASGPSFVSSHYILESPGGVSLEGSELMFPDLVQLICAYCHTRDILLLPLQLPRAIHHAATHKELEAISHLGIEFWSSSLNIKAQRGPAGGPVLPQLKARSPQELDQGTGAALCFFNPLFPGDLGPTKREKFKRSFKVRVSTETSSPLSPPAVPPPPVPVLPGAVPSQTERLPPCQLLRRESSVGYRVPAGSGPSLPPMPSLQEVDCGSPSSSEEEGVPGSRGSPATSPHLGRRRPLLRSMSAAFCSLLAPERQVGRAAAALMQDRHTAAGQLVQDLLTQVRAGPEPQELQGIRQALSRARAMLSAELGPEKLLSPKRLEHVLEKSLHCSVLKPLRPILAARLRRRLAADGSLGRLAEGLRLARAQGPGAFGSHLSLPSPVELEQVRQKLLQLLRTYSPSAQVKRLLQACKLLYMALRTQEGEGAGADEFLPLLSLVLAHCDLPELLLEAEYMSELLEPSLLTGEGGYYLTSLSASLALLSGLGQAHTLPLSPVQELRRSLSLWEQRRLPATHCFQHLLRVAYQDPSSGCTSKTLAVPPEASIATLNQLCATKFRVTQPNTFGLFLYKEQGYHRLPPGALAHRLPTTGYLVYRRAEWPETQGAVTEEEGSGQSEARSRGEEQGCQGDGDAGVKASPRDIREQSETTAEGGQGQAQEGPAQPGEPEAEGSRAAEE
# Active calls of the source: *; i = inactive; nt = no result given.
SMILES	FAS-TE inh	eLon inh	MT1-MMP act inh	MsrA inhibitor	Rpn11 inh	MLLE-PAM2 inh	CSN deneddyl inh	bovine MsrA act	Rin1 Abl inh
CC(=O)Nc1ccc(-c2nnc(SCC(=O)Nc3ccc4c(c3)oc3ccccc34)n2C)cc1	0.4	-4.1	-0.6	0.6	i	-95.4	0.4	-6.1	2.0
O=C(NCc1ccccc1)/C(=C\c1ccccc1)NC(=O)c1ccco1	-5.4	-5.4	-0.4	0.1	i	-1.4	-0.6	-3.9	0.4
Cc1ccc(/C=N/NC(=O)c2ccc(Br)o2)s1	-6.2	2.0	4.4	4.0	i	1.1	-4.4	-2.8	1.8
Cc1ccc(C(=O)Nc2ccccc2Sc2ccccc2)cc1	-6.5	0.4	-6.4	-1.4	i	-3.0	-0.9	-5.5	-4.5
C=CCN1C(=O)c2ccc(C(=O)N(CC)CC(=O)Nc3cc(Cl)ccc3C)cc2C1=O	0.9	3.9	-0.5	0.1	i	-16.7	1.4	-3.7	0.1
CC(C)C[C@@H](CN1CCC[C@H]1CN1C(=O)C(=O)NC[C@@H]1Cc1ccccc1)N1C[C@H](Cc2ccc(O)cc2)N(CCc2ccccc2)C(=O)C1=O	6.3	-2.7	0.3	-0.1	nt	nt	-1.8	-9.8	nt
CC(C)OCCCNC(=O)c1ccc2c(=O)n(Cc3ccc4c(c3)OCO4)c(=S)[nH]c2c1	0.4	3.0	1.7	-1.1	i	-43.8	-3.9	-2.6	-0.2
Cc1ccc(S(=O)(=O)Nc2ccccn2)c(C)c1	-4.6	-3.8	0.2	0.1	i	-1.5	-4.1	4.5	1.4
CCc1nn2c(NCCCO)cc(C)nc2c1-c1ccc(F)cc1	-4.1	-6.0	6.5	-0.2	i	-1.2	1.5	-2.8	1.6
CC(C)CC(OC(=O)c1cccs1)C(=O)NCc1cccs1 (configuration not stated)	1.1	-0.4	0.2	0.4	i	-1.8	1.6	-3.9	2.7
CN(C)CCCN(C(=O)c1ccc2c(c1)CCCC2)c1nc2ccc(F)cc2s1	14.5	5.9	-11.0	-0.9	i	-24.2	1.9	1.6	-0.7
CN(C)c1ccc(/C=C2/SC(=O)N(CCN=C3NS(=O)(=O)c4ccccc43)C2=O)cc1	-6.0	-29.5	-8.0	-0.2	i	-25.1	4.4	-0.2	-7.5
O=C(NCC(=O)N1CCCC1)c1ccc(Cl)cc1	-3.5	-7.5	-1.2	-0.3	i	3.9	2.3	-8.4	-1.8
CC(C)Sc1nc(N2CCOCC2)c2c3c(sc2n1)COC(C)(C)C3	13.1	-3.3	-5.5	-1.0	i	-3.0	1.8	-11.6	-4.9
COc1cc2ncnc(NCc3ccccc3F)c2cc1OC	-3.9	-7.9	3.0	0.7	i	3.5	1.4	-0.7	0.6

# Going on with the list:
# Labels used below: A = FAS-TE inh; B = eLon inh; C = MT1-MMP act inh; D = MsrA inhibitor; E = Rpn11 inh; F = MLLE-PAM2 inh; G = CSN deneddyl inh; H = bovine MsrA act; I = Rin1 Abl inh
compound: Cc1ccc(CN2CCN(c3cccc4[nH]ccc34)CC2)cc1
  A: 6.2; B: 7.7; C: -0.7; D: 0.0; E: i; F: 6.8; G: 6.2; H: -2.3; I: -3.2
compound: Cc1ccc(C)c(NC(=O)CCc2c(C)nn(-c3ccc(N4CCCCC4)nn3)c2C)c1
  A: -4.1; B: -6.9; C: -2.7; D: -0.4; E: i; F: -4.4; G: -0.3; H: 1.4; I: 12.0*
compound: Cc1cc(C(=O)NC2CCCc3c2cnn3-c2ccc(C)c(C)c2)no1 (configuration not stated)
  A: 6.6; B: -9.2; C: -0.8; D: -0.5; E: i; F: -5.1; G: -0.8; H: -7.0; I: -0.8
compound: CCCCNC(=O)CN1C(=O)C(CC)Oc2ccc(Cl)cc21 (configuration not stated)
  A: -0.7; B: 4.2; C: -1.0; D: 1.4; E: i; F: 1.9; G: -11.9; H: -8.4; I: 1.2
compound: CC1(C(=O)OCC(=O)Nc2ccc(C(N)=O)cc2)CC1(Cl)Cl (configuration not stated)
  A: -4.0; B: 5.1; C: -1.1; D: -1.3; E: i; F: 5.2; G: -2.8; H: -1.8; I: 3.6
compound: CC(C)OC(=O)c1cccc(C(=O)OCc2ccco2)n1
  A: -3.4; B: 3.9; C: -6.5; D: -0.5; E: i; F: -5.1; G: 0.5; H: -6.1; I: 0.7
compound: NS(=O)(=O)c1ccc(NS(=O)(=O)c2ccc(NC(=O)C3CC3)cc2)cc1
  A: -5.6; B: -6.9; C: -1.1; D: -0.6; E: i; F: -5.5; G: 1.7; H: -7.6; I: 4.3
compound: Cc1cc(C(F)F)n2ncc(C(=O)NCc3ccccc3F)c2n1
  A: -0.4; B: -10.2; C: -1.3; D: 0.1; E: i; F: -3.2; G: -4.6; H: 1.9; I: 0.8
compound: COc1ccc(S(=O)(=O)N2C[C@H]3CON(C)[C@H]3C[C@H]2c2ccc(-c3cccc(F)c3)cc2)cc1
  A: 24.6; B: -7.0; C: 0.4; D: 0.5; E: i; F: 7.4; G: -6.9; H: -2.4; I: 2.0
compound: CN(C)/C=C/C=C1C(=O)CCCC1=O
  A: -3.1; B: -3.1; C: 1.2; D: 0.6; E: i; F: -4.6; G: 6.5; H: -9.3; I: 1.3
compound: COc1cccc(OCC(=O)Nc2cc(NC(=O)COc3cccc(OC)c3)cc(C(=O)O)c2)c1
  A: -3.6; B: -5.1; C: -0.8; D: -0.6; E: i; F: -8.2; G: -8.1; H: -4.1; I: 0.6

# Filtered by structure, the compounds so far with a halogen (10)
# Labels used below: A = FAS-TE inh; B = eLon inh; C = MT1-MMP act inh; D = MsrA inhibitor; E = Rpn11 inh; F = MLLE-PAM2 inh; G = CSN deneddyl inh; H = bovine MsrA act; I = Rin1 Abl inh
compound: Cc1ccc(/C=N/NC(=O)c2ccc(Br)o2)s1
  A: -6.2; B: 2.0; C: 4.4; D: 4.0; E: i; F: 1.1; G: -4.4; H: -2.8; I: 1.8
compound: C=CCN1C(=O)c2ccc(C(=O)N(CC)CC(=O)Nc3cc(Cl)ccc3C)cc2C1=O
  A: 0.9; B: 3.9; C: -0.5; D: 0.1; E: i; F: -16.7; G: 1.4; H: -3.7; I: 0.1
compound: CCc1nn2c(NCCCO)cc(C)nc2c1-c1ccc(F)cc1
  A: -4.1; B: -6.0; C: 6.5; D: -0.2; E: i; F: -1.2; G: 1.5; H: -2.8; I: 1.6
compound: CN(C)CCCN(C(=O)c1ccc2c(c1)CCCC2)c1nc2ccc(F)cc2s1
  A: 14.5; B: 5.9; C: -11.0; D: -0.9; E: i; F: -24.2; G: 1.9; H: 1.6; I: -0.7
compound: O=C(NCC(=O)N1CCCC1)c1ccc(Cl)cc1
  A: -3.5; B: -7.5; C: -1.2; D: -0.3; E: i; F: 3.9; G: 2.3; H: -8.4; I: -1.8
compound: COc1cc2ncnc(NCc3ccccc3F)c2cc1OC
  A: -3.9; B: -7.9; C: 3.0; D: 0.7; E: i; F: 3.5; G: 1.4; H: -0.7; I: 0.6
compound: CCCCNC(=O)CN1C(=O)C(CC)Oc2ccc(Cl)cc21 (configuration not stated)
  A: -0.7; B: 4.2; C: -1.0; D: 1.4; E: i; F: 1.9; G: -11.9; H: -8.4; I: 1.2
compound: CC1(C(=O)OCC(=O)Nc2ccc(C(N)=O)cc2)CC1(Cl)Cl (configuration not stated)
  A: -4.0; B: 5.1; C: -1.1; D: -1.3; E: i; F: 5.2; G: -2.8; H: -1.8; I: 3.6
compound: Cc1cc(C(F)F)n2ncc(C(=O)NCc3ccccc3F)c2n1
  A: -0.4; B: -10.2; C: -1.3; D: 0.1; E: i; F: -3.2; G: -4.6; H: 1.9; I: 0.8
compound: COc1ccc(S(=O)(=O)N2C[C@H]3CON(C)[C@H]3C[C@H]2c2ccc(-c3cccc(F)c3)cc2)cc1
  A: 24.6; B: -7.0; C: 0.4; D: 0.5; E: i; F: 7.4; G: -6.9; H: -2.4; I: 2.0
